HEK293 NOD2/NF-kB: inhibition of NOD2-driven NF-kB reporter – cell-based, luminescence, uHTS, HEK293 (AID 1566). HEK293 NOD2/NF-kB luciferase reporter, luminescence; higher % means a stronger effect. inhibition, % at 4 µM, or EC50 in µM where a hit was titrated. hit rate 0.63% among 290,000; also: many of its hits are not listed in these tables
AID2073: disruptors of CaV2.2 binding to Mint1 – biochemical, HTRF (AID 2073). HTRF protein-protein interaction, Mint1-CaV2.2; higher % means a stronger effect. inhibition, % at 20 µM; hits with a dose series show IC50 in µM. hit rate 0.19% among 290,000; in the data active = inhibition mostly above about 51%, no sharp cut-off; also: some results filed as inactive read as strong as hits
Lipid droplet: modulators of hepatic lipid droplet formation | hit rate 0.4% among 240,000 | inhibition, % at 6.5 µM | AML12 mouse hepatocytes, oleate lipid droplets, BODIPY imaging | AID 1656;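 active = lipid droplet intensity inhibited by at least 50%, with more than 500 cells counted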
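Assay system: AML12 hepatocytes (mouse) / Also added: 100 µM oleic acid challenge / Times: overnight treatment with compound plus oleate / Detection: high-content imaging of BODIPY-stained droplets and DAPI nuclei / Evaluation: % inhibition of lipid droplet signal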
ER stress rescue: rescue of cells from ER stress-induced death, primary screen, 384-well, CSM14.1, thapsigargin, ATP luminescence (AID 1222); one-dose cellular ATP content (survival), % at 20 µM; EC50 in µM for titrated hits; CSM14.1 thapsigargin-induced death rescue, ATP luminescence; higher % means a stronger effect; 190,000 tested, under 10 active;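 active = EC50 below 50 µM in the dose-response confirmation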;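 also: death triggered by thapsigargin at about 15 µM added after 2 h compound pretreatment; cell ATP read after overnight thapsigargin exposure of roughly 18 to 22 hours; normalized against plate controls of thapsigargin alone and 5% DMSO vehicle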
P. falciparum M1AAP: P. falciparum M1AAP inhibitors, biochemical, fluorogenic H-Leu-NHMec substrate, 1536-well (AID 1445). recombinant M1AAP, H-Leu-NHMec fluorogenic kinetic assay; higher % means a stronger effect. inhibition, % at 30 µM, or IC50 in µM where a hit was titrated. hit rate 0.42% among 220,000;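 active = primary inhibition above the hit cutoff, then over 50% inhibition at one or more dose response concentrations, cut at about 23% in these data, passing the limit was not always enough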;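 also: plate controls were DMSO full reaction for no effect and no enzyme background for full effect; strong numbers were not always called active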
LYP inhibition: PTPN22 lymphoid phosphatase activity blockers – biochemical, fluorescence intensity, uHTS (AID 1779); recombinant LYP phosphatase, fluorescence intensity; higher % means a stronger effect; one-dose inhibition, % at 11.5 µM; IC50 in µM for titrated hits; hit rate 0.054% among 290,000;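 also: plate controls were vehicle with enzyme for no effect and no enzyme for full effect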
M17LAP inhibition: P. falciparum M17LAP inhibitors, primary screen, biochemical, fluorogenic H-Leu-NHMec substrate, 1536-well (AID 1619); recombinant M17LAP, H-Leu-NHMec fluorogenic kinetic assay; higher % means a stronger effect; inhibition, % at 30 µM, or IC50 in µM where a hit was titrated; hit rate 0.38% among 220,000;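 active = compound inhibiting the enzyme by more than half at any dose during confirmatory dose-response retesting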;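 also: plate controls were full reaction with DMSO carrier for no effect and no enzyme background for full effect; strong numbers were not always called active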
XIAP displacement: small molecules displacing peptide from XIAP – biochemical, IAP family, fluorescence polarization (AID 1018); XIAP BIR domain, fluorescence polarization peptide displacement; higher % means a stronger effect; displacement, % at 20 µM, or IC50 in µM where a hit was titrated; hit rate 0.007% among 200,000; in the data active = displacement above about 50%; also: a part of the inactive calls stands beside numbers as strong as those of hits
Siah-1 displacement: blockers of Siah-1 interaction with plectin peptide – biochemical, fluorescence polarization, rhodamine-plectin, uHTS, primary screen (AID 1817) | Siah-1 / rhodamine-plectin peptide fluorescence polarization; higher % means a stronger effect | displacement, % at 20 µM, or IC50 in µM where a hit was titrated | hit rate 0.02% among 290,000;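 active = displacement of at least 50% at 20 µM, with a fluorescence ratio check between 0.3 and a set limit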;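 also: plate controls were Siah plus tracer with DMSO for no effect and tracer alone without Siah for full effect; strong numbers were not always called active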
Lipid droplet cells 6.5 µM: second read-out of Lipid droplet, no call of its own (marks repeat the call); cell count; measured here: cell count, cytotoxicity flag;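 cells counted across two imaged fields per well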
Starred values were filed as active, the others as inactive; i = inactive; . = no result given. Rule as the data show it, unless noted: active = inhibition above about 50%; inactive = the rest.

SMILES	HEK293 NOD2/NF-kB	AID2073	Lipid droplet	Lipid droplet cells 6.5 µM	ER stress rescue	P. falciparum M1AAP	LYP inhibition	M17LAP inhibition	XIAP displacement	Siah-1 displacement
O=C(O)CC(NS(=O)(=O)c1ccc(Br)cc1)c1ccco1 (stereo unspecified)	7%	5%	.	.	-1.7%	6%	-1%	-10%	-3.0%	0%
Cc1cccc(NC(=O)CSc2nnc(-c3ccco3)n2CC2CCCO2)n1 (stereo unspecified)	20%	2%	-13	701	0.1%	6%	-9%	10%	-0.6%	0%
Cc1ccc(S(=O)(=O)Nc2ccc3c(c2)CCC3)cc1	15%	2%	-11	604	-2.5%	1%	-6%	5%	-3.7%	-6%
CCOCCc1nn2c(=O)cc(CSCC(=O)Nc3cccc(C)c3C)nc2s1	-8%	7%	-8	723	.	.	-6%	.	.	-5%
O=C(CCC(=O)Nc1ccccc1Cl)N/N=C/c1ccccc1	-14%	11%	8	729	-0.4%	-1%	7%	-5%	-4.0%	0%
COc1ccc(C2=NC(C(F)(F)F)(C(F)(F)F)c3c(n(C)c(=O)n(C)c3=O)N2)cc1	17%	0%	.	.	0.0%	14%	-6%	5%	-3.6%	-3%
c1coc(Cn2nnnc2CN2CCN(C3CCCC3)CC2)c1	16%	5%	-1	574	2.4%	-3%	-1%	-2%	-3.0%	3%
CCN(CC)CCNC(=O)c1cc2cc(Br)ccc2s1	1%	2%	0	661	.	-2%	-9%	-5%	-9.8%	-3%
CCOC(=O)C1CCCN(C(=O)/C=C/c2ccc([N+](=O)[O-])cc2)C1 (stereo unspecified)	11%	21%	-7	594	-1.8%	2%	0%	16%	-3.3%	0%
CCN(CC)CCOCCOc1cc(C)c(Cl)c(C)c1	16%	12%	-4	763	-1.5%	7%	-10%	-5%	0.6%	6%
COc1cccc(CN2C(=O)C(C)N(C(=O)c3ccccc3)c3ccccc32)c1 (stereo unspecified)	51%*	11%	-37	846	.	.	-5%	.	.	-1%
Cn1c(Cc2cccs2)n[nH]c1=S	3%	-18%	-8	785	-1.3%	0%	-12%	-7%	1.6%	-2%
O=C(Nc1cccc(F)c1)Nc1c[nH]c(=O)[nH]c1=O	-6%	-1%	-5	807	.	.	-10%	.	.	3%
CCN(c1ccccc1)S(=O)(=O)c1ccc(C(=O)Nc2nnc(-c3ccco3)o2)cc1	44%	-1%	-9	731	1.4%	-14%	0%	2%	0.4%	-11%
O=C(CSc1nncc2ccccc12)Nc1ccccc1	6%	1%	-12	798	.	.	-4%	.	.	1%
NC(=O)c1nn(-c2ccccc2)nc1N	-14%	13%	8	753	-2.6%	4%	-22%	-163%	-2.3%	-3%
CCC1=NN2C(=N)/C(=C\c3cccn3-c3ccc(C)cc3C)C(=O)N=C2S1	8%	17%	-7	684	.	0%	8%	29%	-10%	1%
O=C(O)C1CCCN1C(=O)NC1CCCCC1 (stereo unspecified)	15%	9%	4	840	.	.	-9%	.	.	-6%
COc1ccccc1CN(C(=O)CCl)C(C(=O)NC1CCCCC1)c1ccncc1 (stereo unspecified)	3%	6%	-4	595	16%	5%	-4%	22%	-1.1%	6%
Cc1cc(C)c2c(=O)[nH]c(SCC(=O)Nc3ccccc3)nc2n1	12%	-2%	.	.	-0.6%	-1%	-3%	21%	-2.6%	0%
COc1cccc(NC(=O)/C=C/c2ccc([N+](=O)[O-])cc2)c1	-49%	4%	-1	717	.	0%	1%	-8%	.	13%
COc1cccc(CNc2ncnc3cc(OC)c(OC)cc23)c1	21%	41%	14	649	-2.2%	2%	-10%	0%	-1.5%	-4%
CCN1CCN(C(=S)Nc2ccc3nc(N4CCN(C)CC4)cc(C)c3c2)CC1	4%	-16%	2	696	-0.2%	2%	-15%	-8%	-15%	-7%
O=C(N/N=C/c1cccc(C(F)(F)F)c1)c1ccc(O)cc1	1%	-13%	5	614	-1.2%	0%	2%	-3%	-11%	0%
Nc1nc(N)c2nc(-c3ccccc3)c(N)nc2n1	1%	6%	12	684	-2.5%	12%	-21%	i	-8.1%	8%
COc1ccc(C(=O)C[n+]2ccccc2C)cc1	6%	6%	1	656	0.9%	6%	-7%	6%	-0.4%	-10%
Cc1ccc(CNC(=O)C2CCC(=O)N(CCc3ccc(Cl)cc3)C2)s1 (stereo unspecified)	0%	6%	-11	718	.	.	-10%	.	.	5%
CC(=O)c1ccc(OCC(O)CN2CCN(S(=O)(=O)c3c(C)c(C)cc(C)c3C)CC2)cc1 (stereo unspecified)	33%	2%	-19	797	.	.	-4%	.	.	-2%
Cc1ccc(S(=O)(=O)N[C@H](C(=O)N2CCC(C(=O)N[C@H](C(=O)O)c3ccccc3)CC2)C(C)C)cc1	-1%	41%	0	805	.	.	-8%	.	.	3%
Cc1nn(CC(=O)NCC2CCCO2)c(C)c1[N+](=O)[O-] (stereo unspecified)	2%	5%	-9	717	-1.1%	-3%	0%	7%	-2.5%	8%

Individual results from the entries so far:
Nc1nc(N)c2nc(-c3ccccc3)c(N)nc2n1 @ P. falciparum M1AAP = 12%
COc1ccccc1CN(C(=O)CCl)C(C(=O)NC1CCCCC1)c1ccncc1 (stereo unspecified) @ Lipid droplet cells 6.5 µM = 595

Later entries.
SMILES	HEK293 NOD2/NF-kB	AID2073	Lipid droplet	Lipid droplet cells 6.5 µM	ER stress rescue	P. falciparum M1AAP	LYP inhibition	M17LAP inhibition	XIAP displacement	Siah-1 displacement
O=C(O)c1ccccc1C(=O)N(Cc1ccccc1)Cc1ccccc1	0%	0%	.	.	-0.7%	3%	-2%	1%	-6.2%	3%
CO/N=C(\Cn1ncc(N2CCCC2)c(Cl)c1=O)c1ccc(Cl)cc1	6%	-5%	-27	676	2.0%	6%	-3%	1%	-2.6%	8%
CC(=O)c1cc(C(=O)N2CCc3c([nH]c4ccccc34)C2C2CCCCC2)[nH]n1 (stereo unspecified)	-2%	3%	3	697	0.2%	0%	3%	9%	2.5%	3%
CC(C)c1ccc(-c2nc(N3CCOCC3)[nH]c(=O)c2C#N)cc1	0%	20%	1	740	0.4%	4%	-3%	-6%	-10%	-7%
N#CC(Sc1ccccn1)c1ccc(Cl)cc1 (stereo unspecified)	-2%	9%	5	691	-2.2%	2%	2%	3%	-9.6%	-1%
CCOC(=O)C1CCN(c2c(NCc3ccc(C(=O)NCCOC)cc3)c(=O)c2=O)CC1	15%	3%	.	.	0.9%	0%	0%	4%	1.3%	-2%
CCC(C)(C)n1nnnc1C(c1ccc2ncccc2c1)N1CCN2CCCC2C1 (stereo unspecified)	19%	-1%	.	.	-1.4%	7%	-8%	8%	-2.2%	-3%
Cn1c(CCNC(=O)c2ccco2)nc2cc([N+](=O)[O-])ccc21	1%	13%	-29	701	.	.	-3%	.	.	5%
COc1ccc(-c2nnn(Cc3nc(N)nc(N4CCOCC4)n3)n2)cc1OC	8%	-9%	.	.	-1.5%	2%	-14%	-4%	-20%	5%
Cc1ccc(-n2ncc3c(=O)[nH]c(SCC(=O)N4CCN(c5ccccc5)CC4)nc32)cc1	-2%	-2%	9	694	-1.6%	-3%	-3%	-3%	-5.3%	0%
COc1cc(C=O)c(Br)cc1OC1CCCC1	6%	9%	9	839	-2.3%	13%	-6%	6%	-1.4%	0%
CC(C)(C)NC(=O)NC(=O)COC(=O)c1cccc(F)c1	14%	6%	-3	744	6.3%	3%	-4%	-4%	-3.0%	8%
CCOCCCNC(=O)c1c(-c2ccccc2)noc1C	-2%	2%	10	749	-4.4%	7%	-3%	1%	-1.0%	-1%
CCCCn1c(N)c(N(CCOC)C(=O)c2cc(-c3ccncc3)nc3ccccc23)c(=O)[nH]c1=O	7%	2%	14	797	.	.	-4%	.	.	2%
CC1CCCCN1C(=O)c1cc(-c2ccc3c(c2)OCO3)on1 (stereo unspecified)	-157%	0%	8	738	.	.	-11%	.	.	2%

Three of the entries above in order of their number in M17LAP inhibition, lowest first.
| structure | M17LAP inhibition |
| --- | --- |
| O=C(CCC(=O)Nc1ccccc1Cl)N/N=C/c1ccccc1 | -5% |
| c1coc(Cn2nnnc2CN2CCN(C3CCCC3)CC2)c1 | -2% |
| CCC(C)(C)n1nnnc1C(c1ccc2ncccc2c1)N1CCN2CCCC2C1 (stereo unspecified) | 8% |

The list continues:
SMILES	HEK293 NOD2/NF-kB	AID2073	Lipid droplet	Lipid droplet cells 6.5 µM	ER stress rescue	P. falciparum M1AAP	LYP inhibition	M17LAP inhibition	XIAP displacement	Siah-1 displacement
Nc1nc(=S)c2ncn(C3CCCC3)c2[nH]1	6%	-57%	-6	768	.	9%	2%	24%	.	5%
COCCn1nnnc1C(c1cc2ccc(OC)cc2[nH]c1=O)N1CCc2ccccc2C1 (stereo unspecified)	5%	-8%	0	746	-2.1%	11%	-2%	18%	-4.7%	i
CCn1cc([N+](=O)[O-])c(C(=O)N2N=C(c3ccc(O)c(OC)c3)CC2c2ccccc2O)n1 (stereo unspecified)	10%	8%	24	742	-3.9%	20%	2%	16%	-8.9%	-6%
CCOC(=O)CCCn1ccc2cc(S(=O)(=O)N3CCCC3)ccc21	10%	1%	9	682	.	.	-5%	.	.	4%
CCN(CC)c1ccc2c(C)c(-c3ccc(N)cc3)c(=O)oc2c1	-19%	21%	-12	706	-0.3%	12%	-4%	-8%	-1.9%	-3%
Cc1nn(C)cc1S(=O)(=O)NC1CCCC1	-11%	-12%	1	654	5.2%	0%	4%	-1%	-0.7%	3%
CCOc1ccc(C(=O)OC2CCCN(C)C2)cc1 (stereo unspecified)	3%	5%	-10	823	.	.	-8%	.	.	-1%
CCc1nnc(NC(=O)CSc2ncc(-c3ccccc3)[nH]2)s1	4%	-8%	-2	838	-1.2%	6%	-12%	11%	-8.0%	-8%
CCCCn1c(N)c(Sc2ccc(C)cc2)c(=O)[nH]c1=O	-4%	23%	.	.	1.3%	3%	-3%	-15%	-8.7%	4%
COc1ccc(S(=O)(=O)NCCOc2cccc3cccnc23)cc1OC	10%	-3%	-18	640	0.1%	-1%	-7%	-3%	-1.4%	2%
Cc1c(Cl)cccc1NC(=O)CN1CCC(NC(=O)C2CCCCC2)CC1	-5%	-7%	.	.	0.0%	5%	-3%	-2%	-0.3%	-2%
CCc1cc(C(=O)O)c(NC(=O)/C=C/c2ccc(OC)cc2)s1	-13%	13%	-28	609	.	14%	0%	9%	.	0%
CC(C)(C)c1cc(NC(=O)c2ccco2)no1	-56%	19%	-52	629	.	.	-6%	.	.	2%
Cc1ccc(-c2[nH][nH]c(=O)c(=O)c2N=Nc2ccccc2)cc1	7%	2%	2	744	.	-1%	-4%	-5%	.	2%
COc1ccc(CCNC(=O)c2cnc3scc(C)n3c2=O)cc1OC	7%	5%	2	771	1.6%	11%	-2%	20%	-4.4%	-7%

Bioassay records deposited in PubChem by several laboratories.

An excerpt; rates above refer to the full screens.
